TRPC6 activator = activators of mouse TRPC6 channel; Q61143; HEK293-TRPC6 membrane potential dye fluorescence; hits give high values; B-score at 10 µM; 310,000 compounds, 0.13% hits; AID 2550;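 active = B-score of the integrated fluorescence ratio above library mean plus 3 SD, and starting fluorescence ratio within library mean plus 5 SD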;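 also: higher score means more depolarization so channel activation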
Target sequence (Q61143 whole entry, looked up): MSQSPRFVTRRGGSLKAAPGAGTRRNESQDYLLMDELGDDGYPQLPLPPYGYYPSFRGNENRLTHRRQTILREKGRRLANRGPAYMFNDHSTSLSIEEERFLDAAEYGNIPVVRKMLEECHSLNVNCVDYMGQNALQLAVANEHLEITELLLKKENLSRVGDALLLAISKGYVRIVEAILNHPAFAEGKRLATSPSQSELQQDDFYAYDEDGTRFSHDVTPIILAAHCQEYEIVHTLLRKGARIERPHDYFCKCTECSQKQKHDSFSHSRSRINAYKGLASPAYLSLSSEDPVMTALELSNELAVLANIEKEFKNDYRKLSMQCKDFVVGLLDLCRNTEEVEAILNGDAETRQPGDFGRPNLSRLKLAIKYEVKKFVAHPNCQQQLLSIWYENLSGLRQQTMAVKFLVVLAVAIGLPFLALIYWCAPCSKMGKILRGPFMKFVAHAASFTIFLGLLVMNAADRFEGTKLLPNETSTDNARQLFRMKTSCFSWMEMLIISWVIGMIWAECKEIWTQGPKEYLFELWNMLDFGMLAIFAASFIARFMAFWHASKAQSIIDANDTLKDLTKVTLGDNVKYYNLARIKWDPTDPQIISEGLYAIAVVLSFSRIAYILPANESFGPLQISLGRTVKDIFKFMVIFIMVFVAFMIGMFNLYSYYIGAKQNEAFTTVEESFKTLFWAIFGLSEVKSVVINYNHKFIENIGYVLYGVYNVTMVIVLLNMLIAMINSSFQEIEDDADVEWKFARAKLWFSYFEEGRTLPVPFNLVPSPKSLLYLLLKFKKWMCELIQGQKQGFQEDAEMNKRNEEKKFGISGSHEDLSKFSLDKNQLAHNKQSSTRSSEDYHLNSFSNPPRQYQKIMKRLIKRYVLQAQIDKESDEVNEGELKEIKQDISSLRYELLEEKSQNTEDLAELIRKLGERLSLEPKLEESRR
HIF act = HIF pathway transcriptional activation | 300,000 compounds, 0.32% hits | U2OS HRE-luciferase reporter, luminescence; normalized: DMSO 0%, desferrioxamine 100% | AID 1910 | activation, % at 7.5 µM (by protocol);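 active = mean activation of at least 10% of the iron chelator positive control signal, with at least half of replicates also reaching 10%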
MrgX1 allo act = human MrgX1 positive allosteric modulation, primary screen | Q96LB2 | MrgX1-HEK293, Fluo-4 calcium flux, FDSS; hits give high values | B-score at 10 µM | 310,000 compounds, 0.63% hits;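 active = plate-corrected calcium response at least 3 library SD above typical, normal starting fluorescence, not activating the receptor alone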;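 also: compound read alongside a low EC10 to EC30 dose of BAM8-22 agonist; peak minus trough fluorescence over baseline measured at the second addition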
MrgX1 antag = blocks BAM8-22 activation of human MrgX1 receptor; Q96LB2; MRGX1-HEK293 calcium flux, Fluo-4, BAM8-22 antagonism; hits give low values; B-score at 10 µM; 310,000 compounds, 1.3% hits;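 active = calcium-response B-score plate-corrected more than 3 library SD below zero, starting fluorescence within 5 deviations, no agonist response on first addition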;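 also: peak minus trough fluorescence over baseline after final BAM8-22 challenge near maximal dose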
RGS4 pot = potentiators or activators of RGS4; HEK293 M3R/inducible RGS4, carbachol calcium flux Fluo4; hits give low values; B-score at 10 µM; 310,000 compounds, 0.92% hits;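 active = B-score of the integrated calcium signal more than 4 SD below the library mean, with starting fluorescence not abnormally high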;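 also: negative B-score means reduced calcium response which marks RGS4 activation or potentiation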
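Test system: HEK293 cells with stable M3R and inducible RGS4; also added: carbachol at ECmax as muscarinic agonist stimulus; schedule: dye loading 30 min 37 °C, buffer rest 30 min RT; technique: kinetic calcium fluorescence imaging with Fluo4-AM dye, 2 µM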
RGS4 inh = human RGS4 inhibition. P49798. HEK293 M3R/RGS4 inducible, Fluo-4 calcium flux; hits give high values; triggered by carbachol at its EC20. B-score at 10 µM. 310,000 compounds, 0.45% hits. AID 463165;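 active = B-score, a plate-corrected calcium signal, over three deviations above library mean, with baseline fluorescence within five deviations of library mean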;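 also: RGS4 expression induced by doxycycline in cells with stable M3 receptor; B-score is computed from the integrated fluorescence ratio over baseline after carbachol; higher B-score means a larger calcium signal and so more RGS4 inhibition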
Target sequence (P49798 whole entry, looked up): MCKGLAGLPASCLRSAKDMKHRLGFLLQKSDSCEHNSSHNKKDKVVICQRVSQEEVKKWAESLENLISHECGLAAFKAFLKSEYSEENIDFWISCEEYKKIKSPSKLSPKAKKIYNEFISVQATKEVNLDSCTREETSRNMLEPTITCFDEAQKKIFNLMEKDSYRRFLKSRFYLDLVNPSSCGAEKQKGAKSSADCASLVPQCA
TRPC4 inh = TRPC4 (mouse) channel inhibition | Q9QUQ5 | HEK293 TRPC4beta/mu-opioid, DAMGO-evoked Fluo4 calcium flux; hits give low values | B-score at 10 µM | 300,000 compounds, 0.39% hits | AID 2247;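 active = B-score over 3 SD under the library average, no early fluorescence shift, positive overall ratio signal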
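Material: HEK293 cells with stable TRPC4beta plus mu-opioid receptor expression; probe or stimulus: DAMGO in two steps, submaximal then maximal; technique: Fluo4 calcium fluorescence by kinetic imaging, 5 s 1 Hz baseline; measure: integrated fluorescence ratio relative to baseline, converted to per-well B score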
TRPC6 inh = inhibitors of mouse TRPC6 channel. 310,000 compounds, 1.1% hits. B-score at 10 µM. HEK293-TRPC6, membrane potential dye, ACh-evoked depolarization; hits give low values. Q61143;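 active = B-score under library mean minus 3 SD, initial fluorescence not abnormally high, positive integrated signal ratio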;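 also: B-score derived from integrated fluorescence ratio over the kinetic read; more negative B-score means stronger inhibition of depolarization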
MrgX1 ag = activates human MrgX1 receptor signaling | MrgX1-HEK293 cells, Fluo-4 calcium fluorescence, agonist mode; hits give high values | B-score at 10 µM | 310,000 compounds, 0.44% hits | AID 588627;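 active = calcium response B-score plate-corrected fluorescence ratio at least 3 library SD, with starting fluorescence B-score inside 5 SD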
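Assay system: MrgX1-expressing HEK293 cells / Amount: fifteen thousand cells per well / Doses: test compound in the initial addition of three / Timing: cells plated overnight, dye loaded 0.5 h 37 °C, 0.5 h room temperature / Technique: kinetic calcium dye fluorescence, Fluo-4 NW / Control set: positive and negative controls per plate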
SKKanGAS inh = SKKanGAS growth inhibition | S. pyogenes SKKanGAS, kanamycin growth, BacTiter-Glo, 6 h | inhibition, % at 7.5 µM | 300,000 compounds, 1.3% hits;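 active = mean replicate score, as percent of positive control median, at least 50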;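 also: strain carries kanamycin resistance gene driven by streptokinase promoter and grows in 40 µg/ml kanamycin; loss of luminescence reflects streptokinase promoter inhibition or plain growth inhibition; 0% = median of DMSO wells and 100% = positive control at its reference dose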
Platelet DG rel = platelet dense granule release activity; human platelet-rich plasma, SFLLRN dense granule ATP release, luminescence; inhibition, %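 (compounds screened at 7.5 µM in platelet-rich plasma)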; 300,000 compounds, 0.22% hits; AID 1663;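 active = mean replicate score, as percent of positive control, at or above 50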
The depositor's hits bear a star; i = inactive; . = no result given.

SMILES	TRPC6 activator	HIF act	MrgX1 allo act	MrgX1 antag	RGS4 pot	RGS4 inh	TRPC4 inh	TRPC6 inh	MrgX1 ag	SKKanGAS inh	Platelet DG rel
COc1ccc(O)c(C(=O)CC(=O)c2ccc(F)cc2)c1	i	-0.2	i	i	i	i	i	i	i	14	-1
O=C(O)c1ccccc1N/N=C/C1=C(N2CCOCC2)C(=C\c2ccccc2)/CC1	i	0.2	i	i	i	8.2*	i	i	39*	28	0
Cc1nnc(NC(=O)Cc2ccc(OCc3c(C)noc3C)cc2)s1	i	-0.1	i	i	i	i	i	i	i	-7	-2
O=C(O)c1ccccc1NS(=O)(=O)c1ccccc1C(F)(F)F	i	-0.2	i	i	i	i	i	i	i	-7	-3
COc1ccc(CNC(=O)CSc2nnc(C)c(=O)[nH]2)cc1	i	-0.3	i	i	i	i	i	i	i	-4	0
CCOC(=O)c1c(C)n(-c2ccc(C)cc2)c2c(C(C(C)=O)C(=O)O)c(Br)c(O)c(O)c12 (centres undefined)	i	-0.2	i	i	i	i	i	i	i	8	6
NCCc1nnc(SCc2c(F)cccc2Cl)o1	i	0.0	i	i	i	i	i	i	i	1	3
O=C(CSc1nnnn1C1CCCCC1)Nc1ccccc1N1CCOCC1	i	-1.6	i	i	i	i	i	i	i	-3	-2
Cc1cc(C)cc(-n2nnc(C(=O)NCc3ccccc3Cl)c2N)c1	i	0.1	i	i	i	i	i	i	i	6	-3
COc1cccc(N/C(N)=N/c2nc(C(F)(F)F)cc(C(F)(F)F)n2)c1	i	1.4	10*	i	i	i	i	i	i	9	8
Cc1ccc(S(=O)(=O)N2CCC3(CC2)OCCO3)s1	i	-0.5	i	i	i	i	i	i	i	-4	-8
CCn1c(CN2CCOCC2)nnc1SCC(=O)Nc1ccccc1C	i	0.2	i	i	i	i	i	i	i	28	-14
Cc1cc(NS(=O)(=O)c2ccc(NC(=O)C(C)Oc3cccc(C)c3C)cc2)nc(C)n1 (centres undefined)	i	0.2	i	i	i	i	i	i	i	14	6
O=C(Nc1ccccc1Oc1ccccc1)C1CCCC1	i	-0.2	i	i	i	i	i	i	i	8	-5
Cc1ccc(-c2nnc(CN3CCCCC3C)o2)cc1 (centres undefined)	i	2.8	i	i	i	i	i	i	i	-2	.
CCSC1(SCC)N=C(N)C2(C#N)C(c3ccc(OC)c(OC)c3OC)C12C#N (centres undefined)	i	2.9	i	i	i	i	i	i	i	-10	-7
Cc1cccc(N2CC(O)(c3cccs3)[N+]3=C2CCCC3)c1C (centres undefined)	i	-0.3	i	i	i	i	i	i	i	-5	19
Cc1cc(Nc2ccccc2)n(-c2cccc(Cl)c2)n1	i	-1.4	i	i	i	i	i	i	i	2	-4
O=C(CSc1nnnn1-c1ccccc1)Nc1ncc2c(n1)CC(c1ccccc1)CC2=O (centres undefined)	i	-0.4	i	i	i	i	i	i	i	0	3
CCOC(=O)c1ccc(NC(=O)c2cc3ccccc3o2)cc1	i	1.6	i	i	i	i	i	i	i	3	2
COC(=O)Nc1ccc(S(=O)(=O)NCc2ccccn2)cc1	i	0.1	i	i	i	i	i	i	i	-12	5
O=C1Cc2ccccc2C(c2ccc(Cl)cc2)N1 (centres undefined)	i	0.9	i	i	i	i	i	i	i	10	0
Cc1nc2cc(C(=O)O)ccc2n1C1CCCCC1	i	-0.2	i	i	i	i	i	i	i	6	0
CCc1noc(C)c1C(=O)OC(C)C(=O)Nc1cc([N+](=O)[O-])ccc1OC (centres undefined)	i	0.7	i	i	i	i	i	i	i	-11	13
COc1ccc(C(=O)NCC(c2ccco2)N2CCOCC2)cc1OC (centres undefined)	i	0.0	i	i	i	i	i	i	i	0	8
C#CCOc1nc2c(c(=O)n(C)c(=O)n2C)n1Cc1ccccc1	i	-0.3	i	i	i	i	i	i	i	1	-6
CSCCC(NS(=O)(=O)c1ccccc1F)C(=O)Nc1cccc(C)n1 (centres undefined)	i	0.4	i	i	i	i	i	i	i	20	17
Cc1cc(S(=O)(=O)Nc2cccc(C(=O)O)c2)c(C)c(S(=O)(=O)c2ccc(Cl)cc2)c1	i	-0.4	i	i	i	i	i	i	i	0	15
CSc1ccccc1C(=O)NCCCn1ccnc1	i	0.0	i	i	i	i	i	i	i	-9	4
CCOC(=O)Oc1ccc2c(=O)c(Oc3cccc(C)c3)coc2c1	i	0.8	i	i	i	i	i	i	i	-1	-1
CS(=O)(=O)N(CC(=O)NCc1ccco1)Cc1ccc(Cl)cc1	i	-0.4	i	i	i	i	i	i	i	-2	-25
Cc1ccc(NC(=O)c2cc([N+](=O)[O-])ccc2NCc2cccnc2)cc1Cl	i	0.2	i	i	i	i	i	i	i	14	-2
COC(=O)c1ccc(N2CCN(C(=O)C3CC3)CC2)c([N+](=O)[O-])c1	i	1.2	i	i	i	i	i	i	i	-1	-1
O=c1oc(Nc2cccc(Cl)c2)nc2ccccc12	i	0.7	i	i	i	i	i	i	i	16	19
NS(=O)(=O)c1ccc(CCNC(=O)C(c2ccccc2)c2ccccc2)cc1	i	-0.6	i	i	i	i	i	i	i	2	-17
O=C(c1ccco1)N1CCN=C1SCc1cccc(F)c1	i	.	i	i	i	i	i	i	i	-4	-4
CN1C(=O)/C(=C/c2ccc(C(=O)NC3CCCC3)cc2)Oc2ccccc21	i	-0.3	i	i	i	i	i	i	i	12	0
O=C(CO/N=C/c1c(Cl)cccc1Cl)NNC(=O)c1ccc(Cl)cc1	i	-0.2	i	i	i	i	i	i	i	32	-2
Cc1onc(-c2c(Cl)cccc2Cl)c1C(N)=O	i	-0.1	i	i	i	i	i	i	i	-4	-4
c1ccc(CSc2nnc(NC3=NCCCCC3)s2)cc1	i	5.0	i	i	i	i	i	i	i	-4	-1
CC(=O)Nc1ccc(CN2CCc3c([nH]c4ccccc34)C2c2ccccn2)cc1 (centres undefined)	i	0.0	i	i	i	i	i	-7.3*	i	-6	7
CCOC(=O)C1CCN(C(=O)c2ccc(OC)cc2OC)CC1	i	-0.1	i	i	i	i	i	i	i	-6	0
COc1ccc(Cl)cc1C(=O)CSc1nnnn1C	i	-0.1	i	i	i	i	i	i	i	-14	-2
Oc1ccc(Br)cc1CNc1ccccn1	i	0.4	i	i	i	i	i	i	i	-3	-20
CCN(CC)S(=O)(=O)c1ccc(OC)nc1	i	0.0	i	i	i	i	i	i	i	-2	3
Cc1[nH]c2ccccc2c1C(=O)COC(=O)c1ccc[n+]([O-])c1	i	-0.1	i	i	i	i	i	i	i	0	-4
COc1ccc(C(=O)CSc2nnc(COc3ccccc3)n2Cc2ccco2)cc1	i	0.4	i	i	i	i	i	i	i	9	0
CN(C)CCCNC(=O)c1cc(C(=O)Cc2ccc(Cl)cc2)c[nH]1	i	2.8	i	i	i	i	i	i	i	-3	3
Cc1ccc(NC(=O)OCCN2CCN(Cc3ccccc3)CCC2=O)cc1C	i	0.3	i	i	i	i	i	i	i	5	-9
COc1ccccc1N1C(C)=CC(=C(C#N)c2nc3ccccc3s2)C=C1C	i	-4.5	i	i	i	i	i	i	i	12	-2
CC1CCN(CCCn2c(=S)[nH]c3c(sc4ccc([N+](=O)[O-])cc43)c2=O)CC1	i	1.0	i	i	i	i	i	i	i	-5	10
COc1ccccc1CNC(=O)CCc1ccccc1	i	0.9	i	i	i	i	i	i	i	7	1
CN1CCN(S(=O)(=O)c2ccc(NC(=O)c3csc4ccccc34)cc2)CC1	i	1.1	i	i	i	i	i	i	i	2	15
CC1=C(C)Cc2c(OC(=O)c3ccccc3)ccc(OC(=O)c3ccccc3)c2C1	i	-0.1	i	i	i	i	i	i	i	-3	15
Cc1ccc(C(=O)NCc2ccc3c(c2)OCO3)cc1S(=O)(=O)N1CCOCC1	i	0.3	i	i	i	i	i	i	i	3	-6
COc1ccc(Br)cc1S(=O)(=O)n1ccnc1	i	-0.1	i	i	i	i	i	i	i	-3	0
COC(=O)C1=C(C)NC(=O)/C1=C\c1cc(C)n(-c2ccc(F)cc2)c1C	i	0.0	i	i	i	i	i	i	i	-2	-19
CCOc1ccc(N2CC(C(=O)Nc3cccc(S(=O)(=O)N4CCCC4)c3)CC2=O)cc1 (centres undefined)	i	0.0	i	i	i	i	i	i	i	-4	1
CC(C)CN(C(=O)COC(=O)C12CC3CC(CC(O)(C3)C1)C2)C1CCS(=O)(=O)C1 (centres undefined)	i	0.8	i	i	i	i	i	i	i	0	-2
O=C(c1cc(-c2ccccc2O)on1)N1CCc2ccccc2C1	i	1.1	i	i	i	i	i	i	i	14	0
New compounds follow.
SMILES	TRPC6 activator	HIF act	MrgX1 allo act	MrgX1 antag	RGS4 pot	RGS4 inh	TRPC4 inh	TRPC6 inh	MrgX1 ag	SKKanGAS inh	Platelet DG rel
Cc1cc(NC(=O)c2ccccc2)ccc1NC(=O)Cc1ccccc1	i	0.8	i	i	i	i	i	i	i	-5	-5
COc1ccc(NC(=O)C2CCC(CNc3c(N4CCOCC4)c(=O)c3=O)CC2)cc1Cl (centres undefined)	i	-0.3	i	i	i	i	i	i	i	7	3
O=C(NC1CCCCCC1)C1CCN(S(=O)(=O)N2CCC3(CC2)OCCO3)CC1	i	0.1	i	i	i	i	i	i	i	-5	-13
CCC(C)(C)NC(=O)/C=C/c1ccccc1[N+](=O)[O-]	i	0.5	i	i	i	i	i	i	i	-5	-5
COc1cc(/C=N/NC(N)=S)ccc1OC(=O)c1ccc(C)cc1	i	-0.5	i	i	i	i	i	i	i	-1	8
COCCCNC(=S)NC1CC2CCCC(C1)N2Cc1ccco1 (centres undefined)	i	-0.2	i	i	i	i	i	i	i	2	-3
Cc1ccccc1OCCOc1cccc(/C=N/NC(=O)Cc2nnc(N)s2)c1	i	0.0	i	i	i	i	i	i	i	-6	-35
Cn1cccc1C1Nc2ccccc2NC2=C1C(=O)CC(C)(C)C2 (centres undefined)	i	0.9	i	i	i	i	i	i	i	6	1

Three structures out of the list, ordered by length of the SMILES, highest first.
SMILES	TRPC6 activator	HIF act	MrgX1 allo act	MrgX1 antag	RGS4 pot	RGS4 inh	TRPC4 inh	TRPC6 inh	MrgX1 ag	SKKanGAS inh	Platelet DG rel
O=C(O)c1ccccc1N/N=C/C1=C(N2CCOCC2)C(=C\c2ccccc2)/CC1	i	0.2	i	i	i	8.2*	i	i	39*	28	0
Cc1nnc(NC(=O)Cc2ccc(OCc3c(C)noc3C)cc2)s1	i	-0.1	i	i	i	i	i	i	i	-7	-2
O=C1Cc2ccccc2C(c2ccc(Cl)cc2)N1 (centres undefined)	i	0.9	i	i	i	i	i	i	i	10	0

The order is random. Share with any hit: about 6.1%.
